High-throughput results as filed in PubChem.
Growth percent in the NCI-60 one-dose screen (48 h, 10 µM unless noted): 100 = growth as untreated, 0 = no growth, -100 = all killed.
DU-145: DU-145 prostate cancer; actives 4.2% (n = 81,000); AID 1794760
786-0: 786-0 renal cancer cells | actives 5.1% (n = 81,000) | AID 1794775
CAKI-1: CAKI-1 renal cancer; actives 4.7% (n = 75,000)
A498: A498 renal cancer cells | AID 1794774 | actives 5.4% (n = 76,000)
TK-10: TK-10 renal cancer cells. actives 3.9% (n = 81,000). AID 1794769
SN12C: SN12C renal cancer cells; actives 3.8% (n = 81,000); AID 1794767
ACHN: ACHN renal cancer; actives 4.9% (n = 81,000); AID 1794771
UO-31: UO-31 renal cancer | actives 5.2% (n = 81,000)
RXF 393: RXF 393 renal cancer cells. actives 6.9% (n = 77,000). AID 1794773
* marks the source's active call; other numbers are inactive results; . = not tested or not shown; & = joins results of further samples. The calls were made as follows: active = growth percent below 10; inactive = the rest.

Key to letters – A = DU-145; B = 786-0; C = CAKI-1; D = A498; E = TK-10; F = SN12C; G = ACHN; H = UO-31; I = RXF 393
Compound: c1ccc(C(=C(c2ccc(OCCN3CCCCC3)cc2)c2ccc(OCCN3CCCCC3)cc2)C2CCCC2)cc1
  A = -45*	B = -33*	C = 76	D = 102	E = 17	F = -8.7*	G = 80	H = 89	I = 29
Compound: CC(=O)NC(Cc1ccccc1)C(=O)Oc1ccc2ccccc2c1 (stereo not given)
  A = 109&107	B = 110	C = 98&95	D = 97&130	E = 111&118	F = 99&103	G = 97&95	H = 87&65	I = 115&113
Compound: COc1cc(OC)c(C2C(Cl)C(=O)N2Nc2ncnc3ccccc23)cc1OC (stereo not given)
  A = 109	B = 99	C = 92	D = 97	E = .	F = 98	G = 91	H = 79	I = 112
Compound: C=CCn1cccc1CNc1ccccc1OC
  A = 109	B = 99	C = 99	D = 95	E = 97	F = 102	G = 107	H = 84	I = .
Compound: Cc1c(/C=C/[N+](=O)[O-])ccc2c1[nH]c1ccccc12
  A = 99	B = 73	C = 102	D = 84	E = 93	F = 100	G = 111	H = 94	I = 63
Compound: O=C(Nc1ccc(OS(=O)(=O)Cc2ccccc2)cc1)C12CC3CC(CC(C3)C1)C2
  A = 87	B = 94	C = 84	D = 83	E = 112	F = 88	G = 100	H = 78	I = 99
Compound: CN(C(=O)c1ccc(C(C)(C)C)cc1)c1sc2c(c1C#N)CCC(=O)C2
  A = 81	B = 50	C = 37	D = 98	E = 23	F = 17	G = -46*	H = -99*	I = .
Compound: COc1ccc2[nH]cc(C3(c4c[nH]c5ccc(OC)cc45)C(=O)Nc4ccc(F)cc43)c2c1
  A = 81	B = 83	C = 41	D = 61	E = 125	F = 106	G = 87	H = 62	I = 79
Compound: Cc1cc2c(cc1C)Nc1sc(N)nc1C(=O)N2
  A = 118	B = 103	C = 84	D = 96	E = 142	F = 94	G = 92	H = 71	I = 110
Compound: COC(=O)CCC(C(=O)CN1C(=O)c2ccccc2C1=O)N1C(=O)c2ccccc2C1=O (stereo not given)
  A = 115&116	B = 104&102	C = 95&99	D = 93&110	E = 96&98	F = 100&109	G = 93&105	H = 74&84	I = 108&121

Filtered by structure: the compounds so far containing four or more nitrogen atoms.
Key to letters – A = DU-145; B = 786-0; C = CAKI-1; D = A498; E = TK-10; F = SN12C; G = ACHN; H = UO-31; I = RXF 393
Compound: COc1cc(OC)c(C2C(Cl)C(=O)N2Nc2ncnc3ccccc23)cc1OC (stereo not given)
  A = 109	B = 99	C = 92	D = 97	E = .	F = 98	G = 91	H = 79	I = 112
Compound: Cc1cc2c(cc1C)Nc1sc(N)nc1C(=O)N2
  A = 118	B = 103	C = 84	D = 96	E = 142	F = 94	G = 92	H = 71	I = 110

Additional entries:
Key to letters – A = DU-145; B = 786-0; C = CAKI-1; D = A498; E = TK-10; F = SN12C; G = ACHN; H = UO-31; I = RXF 393
Compound: CCCCOCC1OC1COCCCC (stereo not given)
  A = 107	B = 97	C = 95	D = 102	E = 90	F = 82	G = 102	H = 90	I = 104
Compound: NS(=O)(=O)c1ccc(-n2ncc3c(NC4CCCCC4)ncnc32)cc1
  A = 100	B = 81	C = 40	D = 106	E = 107	F = 98	G = 92	H = 0.9*	I = 13
Compound: CC(C)C1=C[C@@]23CC[C@H]4C(C)(COC(=O)c5ccco5)CCC[C@]4(C)[C@H]2C[C@@H]1[C@@H]1[C@H]3[C@@H](OC(=O)c2ccco2)CC[C@@H]1OC(=O)c1ccco1 (stereo not given in full)
  A = 121	B = 110	C = 90	D = 113	E = 108	F = 104	G = 110	H = 96	I = .
Compound: Clc1ccc(CN2CCO[C@H](COc3cccc(Cl)n3)C2)cc1
  A = 109	B = 96	C = 98	D = 107	E = 95	F = 102	G = 108	H = 92	I = 111
Compound: COc1ccc(/C=C2\CCCC3=C2NC(C)=NC3c2ccc(OC)cc2)cc1 (stereo not given)
  A = 111	B = 99	C = 96	D = 119	E = 115	F = 101	G = 106	H = 87	I = 106
Compound: Cc1ccc(N=NC(C#N)C#N)c(C)c1
  A = 110	B = 96	C = 101	D = 92	E = 103	F = 94	G = 98	H = 103	I = 137
Compound: O=C(NNc1nc2cc(F)c(F)cc2n2cccc12)c1ccncn1
  A = 22	B = 12	C = 17	D = 46	E = 27	F = 26	G = 14	H = 21	I = 30
Compound: CC(C)(C)n1cc(-c2ccnc(NCCCNS(=O)(=O)c3ccc(C(F)(F)F)cc3)n2)c(-c2ccc(Cl)c(O)c2)n1
  A = 86	B = 91	C = 71	D = 81	E = 129	F = 74	G = 80	H = 78	I = 102
Compound: CCCCC1COc2cccc3c2N1C=C/C3=C\C(=O)N(C)c1ccc(Cl)cc1 (stereo not given)
  A = 110	B = 96	C = 92	D = 103	E = 115	F = 98	G = 101	H = 83	I = 103
Compound: CC(C)C1=CC23CCC4C(C)(C(=O)O)CCCC4(C)C2CC1C1C(=O)C=CC(=O)C13 (stereo not given)
  A = 100	B = 104	C = 88	D = 57	E = 112	F = 100	G = 92	H = 78	I = 87

Later entries:
Key to letters – A = DU-145; B = 786-0; C = CAKI-1; D = A498; E = TK-10; F = SN12C; G = ACHN; H = UO-31; I = RXF 393
Compound: CN(C)CCN(Cc1ccccc1)c1ccccc1
  A = 120	B = 105	C = 77	D = 99	E = 110	F = 98	G = 110	H = 107	I = 103
Compound: O=C(/C=C/c1c[nH]c2ccc(Br)cc12)c1ccccc1
  A = 93	B = 86	C = 74	D = 98	E = 90	F = 93	G = 99	H = 66	I = 77
Compound: Cc1ccc(/C=C(/C#N)n2nnc3cccc(F)c32)cc1
  A = -25*	B = 1.8*	C = 20	D = .	E = 26	F = 13	G = 18	H = 16	I = -51*
Compound: O=S(=O)(N/N=c1\oc2ccccc2cc1-c1cc2ccccc2[nH]1)c1ccc(Cl)cc1
  A = 97	B = 97	C = 71	D = .	E = 146	F = 84	G = 83	H = 74	I = 94
Compound: Cc1cnc(CSc2nc(-c3ccc(Cl)cc3)cn2-c2ccc(Cl)cc2)c(C)c1
  A = 113	B = 93	C = 91	D = 93	E = 119	F = 102	G = 102	H = 72	I = 110
Compound: Cc1cc(C)c2[nH]c(O)c(N=NC(=O)Cc3c[nH]c4ccccc34)c2c1
  A = 93	B = 86	C = 75	D = .	E = 115	F = 68	G = 90	H = 62	I = 94
Compound: CCc1c2cc(C(F)(F)F)ccc2n2cc(Cc3ccccc3)[nH]c(=O)c12
  A = 107	B = 116	C = .	D = 102	E = 134	F = 107	G = 98	H = 80	I = 99
Compound: O=C(Nc1ccc(CO)cc1)c1ccccc1Nc1ccnc(C(F)(F)F)c1
  A = 106	B = 102	C = 96	D = 96	E = .	F = 96	G = 103	H = 81	I = 120
Compound: CC1(C)CC(=O)C2=C(C1)N(CCc1ccc(S(N)(=O)=O)cc1)C1=C(C(=O)CC(C)(C)C1)C2c1ccc(Cl)cc1
  A = 105	B = 96	C = 84	D = .	E = 105	F = 100	G = 103	H = 84	I = 94
Compound: Cc1c(C=NCCN2CCCCC2)c(=O)n2c([nH]c3ccccc32)c1C#N
  A = 106	B = 106	C = 89	D = 108	E = 98	F = .	G = 91	H = 80	I = 111

New compounds follow
Key to letters – A = DU-145; B = 786-0; C = CAKI-1; D = A498; E = TK-10; F = SN12C; G = ACHN; H = UO-31; I = RXF 393
Compound: COc1ccc(-c2cn[nH]c2-c2cc(OC)c(OC)c(OC)c2)cc1
  A = 4.5*	B = -4.6*	C = 17	D = -12*	E = 58	F = 26	G = 21	H = 33	I = 15
Compound: NNc1ccc(C(=O)O)cc1
  A = 112&100	B = 109&103	C = 138&93	D = 125&89	E = 130&100	F = 108&92	G = 107&92	H = 113&82	I = 100
Compound: COc1ccc(-c2cc(-c3cn(-c4ccccc4)nc3-c3ccc(OCc4ccccc4)cc3)c(C#N)c(=O)o2)cc1
  A = 106	B = 98	C = 88	D = 95	E = 103	F = 91	G = 89	H = 80	I = 123
Compound: c1ccc(-c2nc(N3CCN(C4CCCCC4)CC3)c3ccccc3n2)cc1
  A = 91	B = 95	C = 69	D = 77	E = 120	F = 94	G = 97	H = 57	I = 77
Compound: COc1ccc(-c2nc3sc4c(c3c(=O)[nH]2)CCCCCC4)cc1
  A = 67	B = 80	C = 47	D = 35	E = 61	F = 59	G = 66	H = 62	I = 28
Compound: Clc1nc(Cl)c2ncn(C/C=C/Cn3cnc4c(Cl)nc(Cl)nc43)c2n1
  A = 44	B = 93	C = -60*	D = 90	E = 80	F = 96	G = 90	H = 6.0*	I = .
Compound: CCCN1C2CCC1/C(=C\c1ccc(C)cc1)C(=O)/C2=C/c1ccc(C)cc1
  A = 93	B = 94	C = 83	D = 99	E = 91	F = 82	G = 93	H = 67	I = 101
Compound: CCN1CCN(c2nc3ccccc3c3c(=O)c4ccccc4sc23)CC1
  A = 33	B = 47	C = .	D = 37	E = .	F = 42	G = 23	H = 30	I = 30
Compound: O=c1[nH]c2c(cnn2-c2ccc(Cl)cc2)c(=O)n1-c1cccc(Cl)c1
  A = 102	B = 89	C = 103	D = 88	E = 133	F = 93	G = 102	H = 70	I = 97
Compound: C=CCC(C(=N)C(C#N)(CC=C)C1=CCCCC1)C1=CCCCC1 (stereo not given)
  A = 100	B = 91	C = 91	D = 77	E = 85	F = 93	G = 98	H = 83	I = 89

Further compounds follow:
Key to letters – A = DU-145; B = 786-0; C = CAKI-1; D = A498; E = TK-10; F = SN12C; G = ACHN; H = UO-31; I = RXF 393
Compound: Cc1ccc(-c2nn(-c3ccccc3)cc2/C=C/C(=O)c2ccc(NC(=O)CCCCCCC(=O)NO)cc2)cc1
  A = 79	B = 57	C = 58	D = 58	E = 70	F = 74	G = 88	H = 52	I = -2.1*
Compound: COc1ccc(C(=O)NC2C(O)c3ccccc3N3C(=O)CCC23O)cc1 (stereo not given)
  A = 100	B = 111	C = .	D = 121	E = 124	F = 99	G = 99	H = 69	I = 115
Compound: COC(=O)C1(C(=O)OC)C2C(=O)C3C(C21)C3(C(=O)OC(C)(C)C)C(=O)OC(C)(C)C (stereo not given)
  A = 118	B = 102	C = 90	D = 108	E = 128	F = 107	G = 102	H = 85	I = 105
Compound: CC(=O)OC[C@@]12CC[C@]3(C)[C@H](CC[C@@H]4[C@@]5(C)CC=C(OC(C)=O)C(C)(C)[C@@H]5CC[C@]43C)[C@H]1[C@@H](C)C(C)=C(/C(C)=N/O)C2
  A = 91	B = 94	C = 60	D = 90	E = 99	F = 86	G = 93	H = 73	I = 107
Compound: O=C(O)c1c(O)cc(O)cc1O
  A = 114	B = 106	C = 117	D = 102	E = 109	F = 106	G = 103	H = 91	I = 123
Compound: CN(C)c1oc(-c2cc3ccccc3oc2=O)nc1C#N
  A = 102	B = 95	C = 92	D = 101	E = 97	F = 91	G = 101	H = 87	I = 93
Compound: O=C1Nc2ccc(Br)cc2C1=N/C=c1\[nH]c(=O)/c(=C/c2ccccc2)s1
  A = 97	B = 79	C = 84	D = 94	E = 103	F = 94	G = 79	H = 73	I = 90
Compound: COc1ccc(Cn2c(NCCN=C(N)N)nc(=O)n(Cc3ccc(F)cc3)c2=O)cc1
  A = 115&104	B = 103&99	C = 87&95	D = 97&92	E = 104&103	F = 69&91	G = 102&98	H = 75&78	I = 109&95
Compound: CCOC(=O)CC1(C)NCCS1 (stereo not given)
  A = 106	B = 102	C = 99	D = 88	E = 113	F = 94	G = 103	H = 84	I = 101
Compound: CCCCCNC(=O)c1ccc(NC(=O)CCl)s1
  A = 95	B = 101	C = 96	D = 89	E = 127	F = 79	G = 97	H = 81	I = 99

In another format: entries from further up.
COc1cc(OC)c(C2C(Cl)C(=O)N2Nc2ncnc3ccccc23)cc1OC (stereo not given)
- DU-145: 109
- 786-0: 99
- CAKI-1: 92
- A498: 97
- TK-10: .
- SN12C: 98
- ACHN: 91
- UO-31: 79
- RXF 393: 112

COc1ccc(-c2cc(-c3cn(-c4ccccc4)nc3-c3ccc(OCc4ccccc4)cc3)c(C#N)c(=O)o2)cc1
- DU-145: 106
- 786-0: 98
- CAKI-1: 88
- A498: 95
- TK-10: 103
- SN12C: 91
- ACHN: 89
- UO-31: 80
- RXF 393: 123

Cc1ccc(N=NC(C#N)C#N)c(C)c1
- DU-145: 110
- 786-0: 96
- CAKI-1: 101
- A498: 92
- TK-10: 103
- SN12C: 94
- ACHN: 98
- UO-31: 103
- RXF 393: 137

More entries follow:
Key to letters – A = DU-145; B = 786-0; C = CAKI-1; D = A498; E = TK-10; F = SN12C; G = ACHN; H = UO-31; I = RXF 393
Compound: Cn1cc(-c2cc(N)n3nc(-c4cn(C)c5ccc(Br)cc45)cc3n2)c2cc(Br)ccc21
  A = 61	B = 94	C = 79	D = 102	E = 133	F = 90	G = 92	H = 82	I = 147
Compound: CNc1nc2ccccc2n2c(-c3ccc(O)c(O)c3)cnc12
  A = 2.3*	B = 25	C = 3.5*	D = 92	E = 63	F = 4.0*	G = 6.6*	H = 1.1*	I = -4.3*
Compound: OC1CCC2CCCC2C1 (stereo not given)
  A = 105	B = 102	C = 99	D = 103	E = .	F = 103	G = 109	H = 102	I = 111
Compound: COc1cccc(/C=C\C(=O)c2ccccc2)c1
  A = 54	B = 74	C = 67	D = 94	E = 102	F = 70	G = 75	H = 60	I = 50
Compound: OC(c1ccccc1)C1CCCCC1 (stereo not given)
  A = .	B = 98	C = 104	D = 87	E = 114	F = 107	G = 105	H = 89	I = 99
Compound: c1ccc(-c2ccc(-c3cc(-c4ccccc4)n(-c4ccccc4)n3)cc2)cc1
  A = 100	B = 88	C = 93	D = 82	E = 107	F = 111	G = 104	H = 100	I = 131
Compound: O=C(O)c1cccc(O)c1O
  A = 124	B = 104	C = 77	D = .	E = 93	F = 96	G = 95	H = 80	I = 113
Compound: N#C/C(=C1C=C/C(=N/O)C(Br)=C/1)c1ccccc1
  A = -13*	B = 20	C = 15	D = 64	E = 45	F = 33	G = 24	H = 37	I = 17
